NR5A2 inv ag – inverse agonists of human LRH-1 (NR5A2). inhibition, % at 3.6 µM. AID 602396. HEK293T StAR-luciferase reporter, LRH-1 transfected, 24 h. O00482. 360,000 compounds, 0.13% hits;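 active means inhibition above the mean inhibition of all tested compounds plus 3 SD, cut at about 73% in these data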;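 further: 0% = DMSO wells and 100% = reporter-only cells lacking LRH-1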
LMP1 NFkB inh – inhibitors of Epstein-Barr LMP1-induced NF-kappaB reporter; 350,000 compounds, 0.69% hits; inhibition, % at 12.5 µM; AID 504558; LMP1-induced NF-kappaB luciferase reporter cells, luminescence; in the data active means inhibition above about 41%;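 further: 0% = neutral control wells and 100% = reference inhibitor control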
NOD2-RIPK2 inh – inhibitors of human NOD2-RIPK2 interaction | CHO BLA complementation NOD2-RIPK2, CCF4 ratio | inhibition, % at 4.98 µM | 360,000 compounds, 0.38% hits; in the data active means inhibition above about 21%;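 further: 0% = vehicle only and 100% = reference blocker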
NR2F2 inh – NR2F2 (human) inhibition, primary screen; P24468; HEK293T NGFI-A luciferase reporter, luminescence; inhibition, % at 8.6 µM; 370,000 compounds, 0.7% hits; AID 686940;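 active means inhibition above a per-plate cutoff, mean inhibition of test wells between control levels plus 3 SD, cut at about 38% in these data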;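 further: cells cotransfected with COUP-TFII expression vector driving the NGFI-A reporter; 0% = median of COUP-TF2 test wells and 100% = reporter-only cells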
TLR9-MyD88 inh – inhibitors of human TLR9-MyD88 binding | AID 504734 | 340,000 compounds, 0.21% hits | inhibition, % at 4.98 µM | CHO BLA complementation TLR9-MyD88, CCF4 FRET ratio | Q9NR96+Q99836;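 active means inhibition above the mean over all tested compounds plus 3 SD, cut at about 21% in these data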;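 further: 0% = DMSO only wells and 100% = clavulanate BLA inhibitor control wells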
SRC1 inh – inhibitors of human steroid receptor coactivator 1 (SRC1). HEK293 GAL4-SRC1 luciferase reporter, luminescence. 360,000 compounds, 0.12% hits. inhibition, % at 3.6 µM. Q15788;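 active means inhibition above the campaign mean plus 3 SD, with each screening campaign given its own cutoff, cut at about 60% in these data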;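 further: 0% = DMSO treated cells and 100% = gossypol at 36 µM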
SRC3 inh – inhibitors of human steroid receptor coactivator 3 (SRC3); 360,000 compounds, 0.17% hits; HEK293 GAL4-SRC3 luciferase reporter, luminescence; inhibition, % at 3.6 µM; AID 588352; Q9Y6Q9;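 active means inhibition above a per-campaign cutoff, the mean of all compounds plus 3 SD, cut at about 60% in these data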;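 further: 0% = DMSO-treated cells and 100% = gossypol-treated cells at 36 µM; higher means less SRC3-driven luciferase light from the GAL4 reporter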
NCOA2 inhibitor – inhibits human steroid receptor coactivator 2; inhibition, % at 9 µM; HEK293 GAL4-SRC2 luciferase reporter, luminescence; 370,000 compounds, 0.17% hits;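 active means inhibition above the mean inhibition of all tested compounds plus 3 SD, set per campaign, cut at about 52% in these data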;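 further: 0% = DMSO treated cells and 100% = cells given Gossypol at 36 µM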
ABHD5-PLIN5 inh – ABHD5-PLIN5 protein interaction inhibition; Split G. princeps luciferase complementation, luminescence, 4 h; Q00G26+Q8WTS1; AID 602281; 360,000 compounds, 0.78% hits; inhibition, % at 4 µM;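 active means inhibition above the mean inhibition across every tested compound plus 3 SD, cut at about 22% in these data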;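 further: 0% = DMSO only wells and the 100% control is not disclosed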
MC4R ag barr – activates human MC4R beta-arrestin recruitment | P32245 | U2OS MC4R beta-arrestin complementation, luminescence; percent of melanotan II response, DMSO zero | activation, % at 8.9 µM | 360,000 compounds, 0.98% hits | AID 540308;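 active means activation above a per-plate cutoff, the mean activation of sample wells on that plate plus 3 SD, cut at about 8% in these data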
Target sequence (P32245 whole entry, looked up): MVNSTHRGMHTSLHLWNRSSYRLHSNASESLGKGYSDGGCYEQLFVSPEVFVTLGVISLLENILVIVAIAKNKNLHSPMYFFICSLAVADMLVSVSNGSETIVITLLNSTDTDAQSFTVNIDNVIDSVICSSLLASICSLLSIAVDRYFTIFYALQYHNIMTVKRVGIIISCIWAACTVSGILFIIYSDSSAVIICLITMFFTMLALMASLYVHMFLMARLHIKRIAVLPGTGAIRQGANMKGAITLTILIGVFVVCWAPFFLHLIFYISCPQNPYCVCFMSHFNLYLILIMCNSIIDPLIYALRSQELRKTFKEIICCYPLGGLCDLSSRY
MC4R antag cAMP – blocks human MC4R cAMP signaling. MC4R-expressing cells, MTII-stimulated cAMP, LANCE TR-FRET. inhibition, % at 6.5 µM. AID 540295. 360,000 compounds, 0.48% hits. P32245;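 active means inhibition above its plate's cutoff, the mean of tested wells on that plate plus 3 SD, cut at about 29% in these data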;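 further: 0% = Melanotan II alone and 100% = Melanotan II plus saturating MCL0020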
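system = U2OS cells with stable human MC4R expression | also added = Melanotan II challenge after compound preincubation | dosing = one concentration, 6.5 µM nominal | incubation = compound 30 min, challenge 1 h, detection 1 h | measured by = TR-FRET with Eu-cAMP and labeled anti-cAMP, 671 nm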
The depositor's hits bear a star; · = no result given.

SMILES	NR5A2 inv ag	LMP1 NFkB inh	NOD2-RIPK2 inh	NR2F2 inh	TLR9-MyD88 inh	SRC1 inh	SRC3 inh	NCOA2 inhibitor	ABHD5-PLIN5 inh	MC4R ag barr	MC4R antag cAMP
NCCOc1ccccc1OCCN	4	-9	-6	-15	3	1	-6	1	-1	0.3	7
O=C(NCC(=O)N(c1ccc(Cl)cc1)C(C(=O)NC1CCCC1)c1ccncc1)c1ccco1 (stereo not given)	11	-5	0	-14	-17	-8	4	-6	-4	-0.1	14
CN(C)S(=O)(=O)c1ccc(C(=O)Nc2ccccc2OC(F)(F)C(F)F)cc1	20	10	-6	·	2	12	11	·	6	0.3	-10
COc1cc(C2NC(=O)CCC2[N+](=O)[O-])cc(OC)c1OC (stereo not given)	-7	-9	12	9	-7	-8	11	6	0	-0.4	8
O=C(Cc1ccc(S(=O)(=O)N2CCOCC2)s1)N1CCN(S(=O)(=O)c2ccccc2F)CC1	11	-3	13	-1	-1	-8	4	2	4	0.3	-2
CCOC(=O)C1CCN(C(=O)c2cccc(S(=O)(=O)N3c4ccccc4CC3C)c2)CC1 (stereo not given)	-16	-3	2	-13	-4	-1	6	8	3	-0.3	0
CC(=O)c1ccc(NS(=O)(=O)c2cccc3cccnc23)cc1	-6	8	3	9	12	-19	-12	-1	3	-0.5	-4
CN(C)/C=C(\C(=O)c1ccc(Cl)cc1)c1nnnn1-c1ccc(Cl)cc1	1	-2	-2	22	-12	-6	17	12	6	-0.2	8
Cc1cc(C)c2c(n1)nn1c(C)c(CCC(=O)NCc3ccco3)c(C)nc21	-1	-7	4	5	5	-1	-6	-15	14	-1.1	9
N#Cc1c(C(F)(F)F)cc(-c2ccc(Cl)c(Cl)c2)nc1SCCN1CCOCC1	-3	-17	2	·	-6	-52	-2	·	-3	1.0	8
CC1(C)CC(=O)C(CC2=C(O)CC(C)(C)CC2=O)=C(O)C1	-7	66*	-4	1	5	-16	1	0	7	0.5	15
COc1ccccc1N1CC(C(=O)Nc2ccc(S(=O)(=O)N3CCCC3)cc2)CC1=O (stereo not given)	-4	15	-7	3	-3	4	-1	10	0	-1.3	5
Cc1cccc(N2CCN(C(=O)CC(NC(=O)c3ccccc3Cl)c3ccccc3)CC2)c1C (stereo not given)	9	-2	4	2	0	1	-15	0	0	-2.2	17
COc1cc(/C=N/NC(=O)c2cccc(S(=O)(=O)N3CCCC3)c2)ccc1O	3	1	-1	-7	4	-13	-17	0	8	-2.1	6
CCN(CC(N)=O)S(=O)(=O)c1ccc(F)cc1	4	-3	2	20	10	-16	11	10	0	1.1	24
COc1ccc(C(c2nnnn2C2CCCC2)N2CCN(c3ccccc3)CC2)cc1 (stereo not given)	1	10	-4	-2	-2	-6	-10	-30	2	1.9	11
CCCn1c(=N)n(CC(O)c2ccco2)c2ccccc21 (stereo not given)	-20	-9	-11	-4	0	0	10	-4	9	-0.9	9
CCOC(=O)c1cc2c(OC)c(OC)ccc2c2[nH]cc(C#N)c(=O)c12	3	0	1	-3	-2	-9	-10	-40	-4	-0.3	3
O=C(c1cc(S(=O)(=O)N2CCCCC2)ccc1F)N1CCCCC1	5	-6	-7	·	7	6	5	·	3	-1.4	1
Cc1cc(O)cc2c1O[C@@](C)(CCC[C@@H](C)CCC[C@@H](C)CCCC(C)C)CC2	18	-4	-3	-3	4	7	16	2	3	-0.7	2

A draw from above in order of number of heavy atoms, rising:
SMILES	NR5A2 inv ag	LMP1 NFkB inh	NOD2-RIPK2 inh	NR2F2 inh	TLR9-MyD88 inh	SRC1 inh	SRC3 inh	NCOA2 inhibitor	ABHD5-PLIN5 inh	MC4R ag barr	MC4R antag cAMP
NCCOc1ccccc1OCCN	4	-9	-6	-15	3	1	-6	1	-1	0.3	7
CC1(C)CC(=O)C(CC2=C(O)CC(C)(C)CC2=O)=C(O)C1	-7	66*	-4	1	5	-16	1	0	7	0.5	15
COc1cc(C2NC(=O)CCC2[N+](=O)[O-])cc(OC)c1OC (stereo not given)	-7	-9	12	9	-7	-8	11	6	0	-0.4	8
CCOC(=O)c1cc2c(OC)c(OC)ccc2c2[nH]cc(C#N)c(=O)c12	3	0	1	-3	-2	-9	-10	-40	-4	-0.3	3
COc1cc(/C=N/NC(=O)c2cccc(S(=O)(=O)N3CCCC3)c2)ccc1O	3	1	-1	-7	4	-13	-17	0	8	-2.1	6
O=C(Cc1ccc(S(=O)(=O)N2CCOCC2)s1)N1CCN(S(=O)(=O)c2ccccc2F)CC1	11	-3	13	-1	-1	-8	4	2	4	0.3	-2
Cc1cccc(N2CCN(C(=O)CC(NC(=O)c3ccccc3Cl)c3ccccc3)CC2)c1C (stereo not given)	9	-2	4	2	0	1	-15	0	0	-2.2	17

Source: PubChem

This is a subset; the hit share may differ from the screen's.
